INS-1E GSIS act – primary screen for activators of insulin secretion dependent on glucose, INS-1E cells, GLuc reporter luminescence; INS-1E GLuc reporter insulin secretion, 2-3 h; activation, % at 16.6 µM; hit rate 0.61% among 370,000; AID 743287;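 active = lowest replicate activation of at least 40%, so every replicate reaches that level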;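 also: 0% = median of neutral control wells and 100% = median of IBMX positive control wells; some compounds called inactive have numbers as strong as hits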
PglD DTNB – inhibitors of Campylobacter jejuni PglD acetyltransferase. purified PglD enzyme, DTNB colorimetric CoA detection. inhibition, % at 12.5 µM. hit rate 0.098% among 360,000; in the data active = inhibition above about 16%, passing the limit was not always enough; also: strong numbers were not always called active
FN deposition inh – fibronectin deposition inhibition; inhibition, % at 12.6 µM; hit rate 0.086% among 350,000; AH1F fibroblasts, Alexa488-fibronectin deposition fluorescence, overnight; AID 743247;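 active = mean inhibition across replicates of 30% or more, regardless of how many single replicates reach that level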;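 also: positive control wells lacked labelled fibronectin entirely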
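Material – AH1F fibroblast monolayer, labelled fibronectin deposition · Reagent – labelled fibronectin 24 nM · Timing – 1 h adhesion, overnight exposure · Measured by – fluorescence at 485 nm excitation, 525 nm emission · Read-out – inhibition of fibronectin deposition signal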
C2C12 statin – suppressors of simvastatin-induced myotoxicity in C2C12 myotubes; hit rate 0.78% among 330,000; ATP luminescence, 48 h; scaled: DMSO 0, geranylgeraniol control 100; rescue of ATP level, % at 7.49 µM;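 active = mean ATP rescue above about 67%, or every replicate alone reaching that limit, limit read from the data, passing the limit was not always enough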;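 also: myotubes were challenged with 10 µM simvastatin during compound exposure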
F508del corr – CFTR F508del correction in bronchial cells; CFBE cells, YFP halide quenching; stimulated with forskolin plus potentiator P3; % fluorescence drop versus neutral controls; activity (quench increase), % at 7.58 µM; hit rate 0.36% among 350,000;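 active = mean added fluorescence quench of at least 8% versus neutral control, with both replicates also reaching 8%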;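 also: cells transiently co-express mutant CFTR-F508del with the halide-sensitive YFP; corrector assay measuring rescue of mutant channel to the surface after 24 h compound exposure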
Cneo AK release – causes C. neoformans cell lysis. AID 651654. hit rate 0.2% among 360,000. adenylate kinase release luminescence, 4 h; normalised: neutral wells 0, clomiphene wells 100. lysis activity, % at 15 µM;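 active = mean lysis activity across replicates of at least 80%, whatever share of replicates individually reach that level; inactive = mean lysis activity below 80%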
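Test system: log-phase Cryptococcus neoformans yeast cells; Quantity: yeast cell density of 5 × 10^6 cells/mL; Buffer or medium: YPD; Doses: single compound concentration per well; Timing: 4 h at 37 °C static, read 1 h later; Measured by: AK luminescence; Read-out basis: lysis from increased AK signal; Control set: Clomiphene as positive control.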
miR122 inh – miR-122 inhibition in Huh7 cells; hit rate 0.3% among 340,000; Huh7 miR-122 Renilla luciferase sensor, 48 h; neutral wells = 0, positive control = 100; activation (reporter increase), % at 12.5 µM; AID 602342;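 active = mean replicate activation score at least 90 and every replicate individually at or above 90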;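 also: higher luciferase means less miR-122 activity so hits act as miR-122 inhibitors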
PGC1a acetyl inh – lowers PGC1a acetylation signal in U2OS cells; AlphaScreen anti-acetyl-lysine; with virally co-expressed GCN5 acetyltransferase; inhibition, % at 15.6 µM; hit rate 0.17% among 350,000; AID 651687;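 active = every replicate shows inhibition of at least 40%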;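 also: 0% = neutral control wells and 100% = positive control wells; some results beyond the cut were filed as inactive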
Active calls of the source: *; · = not tested or not shown; [ ] = remark or other dose.

Results follow in this order: INS-1E GSIS act	PglD DTNB	FN deposition inh	C2C12 statin	F508del corr	Cneo AK release	miR122 inh	PGC1a acetyl inh
> CCN1C(=O)[C@H]2[C@@H](c3ccc(Cl)cc3)N3C(=O)CN(Cc4ccccc4)C(=O)[C@@]3(C)[C@H]2C1=O
 : ·	-1	-22	11	-1.7	-6	4	11
> O=C(NCCc1ccc(Cl)cc1)C1=CC=CN2CCS(=O)(=O)N=C12
 : -22	-8	-2	8	-3.2	0	2	-1
> Cc1cc(C)c(N=C2SCC(=O)N2Cc2ccco2)c(C)c1
 : -16	-3	-15	·	-0.2	-2	-5	-2
> Cn1c(=O)c2c(nc(Oc3ccc(-c4ccccc4)cc3)n2C)n(C)c1=O
 : 15	-3	·	-69	-4.4	2	3	0
> COc1ccc(CNC(=O)C2CC(c3ccc(F)cc3)=NO2)cc1 (stereo not drawn)
 : 2	1	-5	4	·	0	2	-5
> O=C(CCNS(=O)(=O)c1ccc(Br)cc1)NCc1ccc(Cl)cc1
 : 1	0	5	2	-0.6	1	-7	2
> O=C(NCc1nnnn1-c1ccc(F)cc1)c1ccc2ccccc2c1
 : ·	6	1	-21	-5.0	-2	-3	·
> N#CCC(=O)N/N=C/c1cn(Cc2ccc(Cl)cc2Cl)c2ccccc12
 : ·	5	-2	15	3.6	-7	4	-16
> COc1cc(C)c(S(=O)(=O)NOCc2ccc([N+](=O)[O-])cc2)c(C)c1C
 : 2	5	-9	-1	2.1	0	323*	-2
> COc1cc(SC)ccc1C(=O)Nc1ccccc1
 : ·	1	-6	2	·	-2	-15	5
> C[C@H](NC(N)=O)C(=O)OCC(=O)Nc1ccc(OC(F)F)cc1
 : 0	·	3	·	-1.1	·	·	-2
> C[C@@H]1CN([C@@H](C)CO)C(=O)c2cc(-c3ccc(F)cc3)cnc2O[C@@H]1CN(C)C(=O)c1ccncc1
 : 5	·	·	17	2.2	·	-4[16.7 µM]	-9
> Cc1ccc(NC(=O)c2ncn(CCCNCCCc3ccccc3)n2)cc1C
 : -19	1	3	-2	-4.3	2	-2	-11
> Cc1ccc(C)c(NC(=S)N2CCN(c3ccccn3)CC2)c1
 : -8	-2	7	3	-2.8	-4	-1	2
> COC(=O)c1cccc(NC(=O)CCc2ccccc2)c1
 : 5	3	2	·	·	-5	-5	-30
> COc1ccc(-c2sc3ccc(OC)cc3c2C#Cc2ccccn2)cc1
 : 8	1	13	-10	1.9	-1	3	3
> CNNC(=S)Nc1ccc(Cl)cc1
 : 4	1	3	6	0.5	-1	-4	5
> COc1cccc(/C=N/N2CCN(C3c4ccccc4-c4ccccc43)CC2)c1O
 : -5	1	13	0	-0.1	2	10	8
> CS(=O)(=O)N(CC(=O)Nc1ccccc1C(=O)N1CCOCC1)c1cccc([N+](=O)[O-])c1
 : -1	0	3	2	-3.1	4	-7	3
> CC(C)NCC1CCc2cc(CO)c([N+](=O)[O-])cc2N1 (stereo not drawn)
 : ·	-1	-8	8	7.3	0	-21	·
> CCN(CC)S(=O)(=O)c1ccc(N2CCCCC2)c(C(=O)Nc2ccccc2N2CCOCC2)c1
 : ·	0	7	21	·	0	-5	-16
> COCC#Cc1cnc2c(c1)C(=O)N([C@H](C)CO)C[C@@H](C)[C@@H](CN(C)C(=O)Cc1cccnc1)O2
 : -4	2	·	1	-0.2	2	-8[16.7 µM]	8
> CC=Cc1ccc2n(c1=O)C[C@H]1[C@H](CO)[C@@H](C(=O)NCCc3cn(C)cn3)N(C(=O)C3CC3)[C@@H]21 (mixture of isomers)
 : 7	3	·	-5	-0.9	-8	-2[16.7 µM]	·
> Cc1ncc([N+](=O)[O-])n1CCO
 : ·	-3	-2	0	-0.6	-2	2	-1
> Cc1ccc2oc(-c3cccc(NC(=S)NC(=O)c4cccs4)c3)nc2c1
 : 14	-1	0	·	-1.7	-5	13	·
> CCOc1ccccc1CNC(=O)c1cc2oc3ccccc3c2n1CC
 : ·	2	-8	22	·	-1	1	-32
> CC=Cc1ccc2n(c1=O)C[C@H]1[C@H](CO)[C@@H](C(=O)NCC3CC3)N(C(=O)C3CCOCC3)[C@@H]21 (mixture of isomers)
 : -1	-2	·	18	0.4	-1	-5[16.7 µM]	·
> COc1cc(NC(=O)c2ccc(-c3ccc(F)c(F)c3)c3ccoc23)cc(OC)c1OC
 : -2	4	1	-98	-1.6	1	-5	0
> CCOC(=O)c1ccc(NC(=O)NC(C)C2CCCO2)cc1 (stereo not drawn)
 : ·	0	-14	4	·	0	5	7
> Cc1nc(Cl)cc(N/N=C/c2ccc(O)cc2)n1
 : ·	-6	-11	-7	-0.8	-2	3	-11

4 entries from above, field by field.
C[C@H](NC(N)=O)C(=O)OCC(=O)Nc1ccc(OC(F)F)cc1
  INS-1E GSIS act: 0	PglD DTNB: ·	FN deposition inh: 3	C2C12 statin: ·	F508del corr: -1.1	Cneo AK release: ·	miR122 inh: ·	PGC1a acetyl inh: -2

COc1cc(SC)ccc1C(=O)Nc1ccccc1
  INS-1E GSIS act: ·	PglD DTNB: 1	FN deposition inh: -6	C2C12 statin: 2	F508del corr: ·	Cneo AK release: -2	miR122 inh: -15	PGC1a acetyl inh: 5

Cc1nc(Cl)cc(N/N=C/c2ccc(O)cc2)n1
  INS-1E GSIS act: ·	PglD DTNB: -6	FN deposition inh: -11	C2C12 statin: -7	F508del corr: -0.8	Cneo AK release: -2	miR122 inh: 3	PGC1a acetyl inh: -11

CC(C)NCC1CCc2cc(CO)c([N+](=O)[O-])cc2N1 (stereo not drawn)
  INS-1E GSIS act: ·	PglD DTNB: -1	FN deposition inh: -8	C2C12 statin: 8	F508del corr: 7.3	Cneo AK release: 0	miR122 inh: -21	PGC1a acetyl inh: ·

miR122 inh, entries above that show a hit.
molecule | INS-1E GSIS act | PglD DTNB | F508del corr | miR122 inh | PGC1a acetyl inh
COc1cc(C)c(S(=O)(=O)NOCc2ccc([N+](=O)[O-])cc2)c(C)c1C | 2 | 5 | 2.1 | 323* | -2

New compounds follow:
Results follow in this order: INS-1E GSIS act	PglD DTNB	FN deposition inh	C2C12 statin	F508del corr	Cneo AK release	miR122 inh	PGC1a acetyl inh
> O=C(NNc1nc(-c2ccc(Br)cc2)cs1)c1ccco1
 : 5	-5	-3	-3	2.7	-1	8	·
> CCCN1C[C@@H](C)[C@H](OC)CN(C)C(=O)c2cc(NC(=O)c3ccc(F)cc3)ccc2OC[C@@H]1C
 : -11	-2	3	13	0.5	0	1[16.7 µM]	-6
> O=C(Nc1ccc(Cl)cc1)C1CCN(C(=O)NC2CCCCC2)CC1
 : ·	3	-4	5	·	0	-7	9
> C[C@@H]1CN([C@H](C)CO)C(=O)c2cc(NC(=O)Nc3ccccc3)ccc2O[C@@H](C)CCCCO[C@@H]1CN(C)C(=O)c1ccccc1
 : 2	11	-11	·	5.3	4	28[16.7 µM]	-11
> CCN(CC)S(=O)(=O)c1ccc(NC(=O)CC(NC(C)=O)c2ccccc2)cc1 (stereo not drawn)
 : ·	0	-3	5	·	0	5	-7
> CCC(=O)Nc1c2c(nn1-c1ccc(OC)cc1)CSC2
 : 3	3	-7	-1	-0.1	-1	6	5
> COc1ccc2c(C)cc(SCC(=O)NCC3CCCO3)nc2c1 (stereo not drawn)
 : ·	-7	2	1	0.8	-2	5	-9
> O=C(CCNS(=O)(=O)c1ccccc1)N1CCOCC1
 : 3	3	·	3	-0.9	3	-2	3
> COc1cc(NC(=O)CSc2nnc3ccccn23)cc(OC)c1OC
 : 0	0	-2	3	-3.7	-4	-8	2
> CC1C(=O)N2CCCc3cc(S(=O)(=O)N4CCC(C(N)=O)CC4)cc1c32 (stereo not drawn)
 : 7	5	-4	9	-1.2	1	7	-8
> COc1ccc(-c2ccc3c(c2)[C@H]2[C@H](CCN2C(=O)Nc2ccccc2OC)[C@H](CO)N3C)cc1
 : -28	4	-8	35	4.7	53	20[16.7 µM]	13
> CC(CCc1ccccc1)NC(=O)CCCn1ncn2c(cc3occc32)c1=O (stereo not drawn)
 : -3	-4	2	26	0.7	1	1	-5
> CC(=O)Nc1ccc(NC(=O)c2cc(-c3ccccc3)nc3ccccc23)cc1
 : 1	-5	-1	4	0.6	3	8	12
> COc1ccccc1Cc1c(-c2ccc(OC)c(OC)c2)nc2ccc(C)cn12
 : 3	1	-4	-6	4.8	7	1	0
> COc1ccc(S(=O)(=O)Nc2ccc(O)c3ccccc23)cc1
 : ·	0	-2	-37	·	1	·	-8
> O=C(COC(=O)C1CCN(S(=O)(=O)c2cccs2)CC1)Nc1ccc(F)cc1Cl
 : 24	5	8	1	0.5	0	-7	1
> CCC(=O)N(C)C[C@@H]1Oc2ncc(C#Cc3ccccc3)cc2C(=O)N([C@@H](C)CO)C[C@@H]1C
 : -5	-1	13	-9	-3.5	2	-4[16.7 µM]	-3
> COc1ccc(S(=O)(=O)N2CCC(C(=O)NC3CCCC3)CC2)cc1C
 : -2	-1	-8	-3	3.9	-1	-5	5
> COc1ccc(NC(=O)CCN2CCCCC2)cc1
 : 3	-7	·	-15	·	1	2	-9
> FC(F)(F)c1ccc(-c2noc(CN3CCCN(C4CCCCC4)CC3)n2)cc1
 : -7	1	1	0	-1.4	-6	3	0
> COCC(=O)Nc1ccc2c(c1)OC[C@H](C)N(Cc1ccccc1F)C[C@H](C)[C@@H](OC)CN(C)C2=O
 : -6	4	11	-14	-2.0	-2	0[16.7 µM]	-10
> CC(=O)c1ccc(N2CCN(S(=O)(=O)c3cn(C)cn3)CC2)cc1
 : -1	6	11	12	-2.0	3	·	·
> CCC(=O)NC(C)c1cc(Cl)c2ccccc2c1O (stereo not drawn)
 : 8	1	-8	12	-2.4	1	0	·

Gathered by group, the entries above containing a thiophene ring, fused or not
Results follow in this order: INS-1E GSIS act	PglD DTNB	FN deposition inh	C2C12 statin	F508del corr	Cneo AK release	miR122 inh	PGC1a acetyl inh
> COc1ccc(-c2sc3ccc(OC)cc3c2C#Cc2ccccn2)cc1
 : 8	1	13	-10	1.9	-1	3	3
> Cc1ccc2oc(-c3cccc(NC(=S)NC(=O)c4cccs4)c3)nc2c1
 : 14	-1	0	·	-1.7	-5	13	·
> O=C(COC(=O)C1CCN(S(=O)(=O)c2cccs2)CC1)Nc1ccc(F)cc1Cl
 : 24	5	8	1	0.5	0	-7	1

Three entries already listed, ordered by the value under F508del corr, descending:
Molecule	INS-1E GSIS act	PglD DTNB	F508del corr	miR122 inh	PGC1a acetyl inh
CC(=O)Nc1ccc(NC(=O)c2cc(-c3ccccc3)nc3ccccc23)cc1	1	-5	0.6	8	12
CCC(=O)NC(C)c1cc(Cl)c2ccccc2c1O (stereo not drawn)	8	1	-2.4	0	·
Cc1ccc(C)c(NC(=S)N2CCN(c3ccccn3)CC2)c1	-8	-2	-2.8	-1	2

Bioassay records as filed in PubChem BioAssay.

The order is random. About 2.1% of those tested had a hit in this group.
